Bioassay records: PubChem BioAssay, National Center for Advancing Translational Sciences (NCATS)
IL2 activator = activates IL-2 in a cell-based reporter assay. 360,000 tested, 0.065% active. IL-2 activation reporter assay, cell-based qHTS; stimulated with anti-CD3/CD4/CD28 beads; in transgenic mouse T cells. activation, % (series mostly up to about 46 µM). AID 652025; in the data active = activation above about 50%; inconclusive = mostly about 30% to 49%; note: 0% is about no effect
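Readout: EGFP and DsRed signals by fluorescent plate cytometry. Unstimulated transgenic mouse T cells received compound 60 min before antibody-bead stimulation, then incubated 18 h at 37 degrees C.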
D3 ag = D3 dopamine receptor (human) agonism. P35462. D3R DiscoveRx beta-arrestin cells, luminescence, 90 min. max activation, %. 410,000 tested, 0.58% active. AID 652048; in the data active = max activation above about 30%; note: 0% is about no effect; mostly tested at two doses, the higher about 12 µM
Target sequence (P35462 whole entry, looked up): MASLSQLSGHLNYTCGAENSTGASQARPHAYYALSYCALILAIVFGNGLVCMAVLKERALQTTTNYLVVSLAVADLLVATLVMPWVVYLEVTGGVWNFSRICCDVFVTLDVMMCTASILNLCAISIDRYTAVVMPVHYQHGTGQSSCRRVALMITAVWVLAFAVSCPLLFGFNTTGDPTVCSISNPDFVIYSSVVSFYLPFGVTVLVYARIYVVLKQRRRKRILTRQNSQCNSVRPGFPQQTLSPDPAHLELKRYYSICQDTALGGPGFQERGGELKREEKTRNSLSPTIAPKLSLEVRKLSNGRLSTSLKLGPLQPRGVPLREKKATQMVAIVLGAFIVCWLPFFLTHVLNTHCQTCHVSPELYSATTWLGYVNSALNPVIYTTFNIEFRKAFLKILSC
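Cells at 1500/well, incubated overnight, then treated with pinned compounds (dopamine as control) for 90 min at 37 degrees C. DiscoveRx reagent added for 30 - 60 minutes at room temperature; luminescence read.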
PLK1 PBD block = inhibitors of human PLK1 polo-box domain binding; Potency, µM, inactives show max response, negative = inhibition, usual class: inhibitors; 360,000 tested, 2.8% active; Plk1 PBD binding of FITC phosphopeptide, fluorescence polarization; P53350; note: potency is the fitted concentration of half-maximal effect; series mostly up to about 57 µM; % is set by controls: 0 for no effect and ±100 for the full control effect; nearly all actives have a fitted effect of over 65% in size
HEK293 tox = cytotoxicity counter-screen for GLP-1 receptor inverse agonists; HEK293 cAMP-luciferase reporter cells, luminescence, 24 h; Potency, µM (top dose mostly 38.3 µM), without a hit: at the highest dose activity change, negative = inhibition, usual class: inhibitors; 410,000 tested, 0.13% active;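 note: loss of luciferase light is scored as toxicity; potency is the fitted concentration of half-maximal effect; % is set by controls: 0 for no effect and ±100 for the full control effect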
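A 23 nL compound transfer followed 12 hours of cell culture at 37 deg C; exposure then lasted 24 hr. Luciferase assay detection reagent was dispensed and plates read for luminescence after a 12 min room-temperature wait.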
PI5P4Ka inh = inhibitors of human PI5P4K alpha | P48426 | AID 652105 | 330,000 tested, 1.2% active | PI5P4Kalpha enzyme, ADP-Glo luminescence, 60 min; active compounds read low | max response, %; active = max response of -50% or lower; inconclusive = between -30% and -50%; inactive = -30% or higher; note: value at the top dose of about 77 µM; % is set by controls: 0 for no effect and ±100 for the full control effect
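Reactions run in 0.038 M HEPES pH 7.4, 0.28 mM EGTA, 0.1% CHAPS and 5% DMSO, with PI5P4Kalpha, substrate, compound and 5 microM ATP final, one hour at room temperature. Readout is ADP-Glo luminescence.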
D3 antag = D3 dopamine receptor (human) antagonism; P35462; D3R cells, DiscoveRx beta-arrestin luminescence, antagonist mode; active compounds read low; max response, negative = inhibition, %; 360,000 tested, 2.5% active; in the data active = max response below about -50%; inconclusive = no clear call, values can overlap the other calls; note: % is set by controls: 0 for no effect and ±100 for the full control effect; mostly tested at two doses, the higher about 12 µM
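Cells plated overnight at 1500 cells/well, then exposed to library compounds with dopamine controls for 90 minutes at 37 degrees C. DiscoveRx reagent added for 30–60 minutes at room temperature; luminescence read, quantitative HTS format.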
GLP1R inv ag = inverse agonists of human GLP-1 receptor; HEK293 GLP-1R CRE-luciferase, luminescence, 24 h; GLP-1R form is constitutively active; Potency, µM (titrated, usually from 38.3 µM), for the others: top-dose activity change, negative = inhibition, usual class: inhibitors; 410,000 tested, 1.6% active; AID 624417; note: potency is the fitted concentration of half-maximal effect; % is set by controls: 0 for no effect and ±100 for the full control effect; nearly all actives have a fitted effect of over 55% in size
Target sequence (P43220 whole entry, looked up): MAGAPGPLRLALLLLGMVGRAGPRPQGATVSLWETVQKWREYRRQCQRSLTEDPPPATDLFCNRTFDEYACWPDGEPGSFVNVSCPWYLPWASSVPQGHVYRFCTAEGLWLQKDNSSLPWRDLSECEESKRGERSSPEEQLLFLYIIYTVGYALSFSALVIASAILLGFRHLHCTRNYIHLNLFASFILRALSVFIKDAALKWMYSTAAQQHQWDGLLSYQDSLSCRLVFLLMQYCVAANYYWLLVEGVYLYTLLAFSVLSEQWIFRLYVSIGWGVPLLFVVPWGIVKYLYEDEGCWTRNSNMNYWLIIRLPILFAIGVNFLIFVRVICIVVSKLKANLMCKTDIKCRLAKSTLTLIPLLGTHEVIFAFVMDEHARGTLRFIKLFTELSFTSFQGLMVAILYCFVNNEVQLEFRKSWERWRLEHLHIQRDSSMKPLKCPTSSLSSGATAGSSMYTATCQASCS
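Inverse agonism was detected as reduced cAMP-driven luciferase luminescence after 24 h compound treatment. The cells were HEK293 clones expressing constitutively active human GLP-1R with the reporter. Reporter-only and GPR119 cell lines served as counterscreen controls.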
GLP1R ag = activates the human GLP-1 receptor. HEK293 GLP-1R CRE-luciferase, luminescence, 4-6 h; cells express a hypersensitive GLP-1R form. Potency, µM (doses to about 45.6 µM), for the others: top-dose activation, hits mostly activators. 380,000 tested, 0.007% active. AID 624172; note: potency is the fitted concentration of half-maximal effect; % of control where 0% means no effect
WRN helicase inh = WRN helicase (human) inhibition; Q14191; Potency, µM (doses to about 114 µM), without a hit: at the top dose activity change, negative = inhibition, hits mostly inhibitors; WRN helicase unwinding, fluorescent forked duplex, kinetic; AID 651768; 360,000 tested, 0.46% active; note: potency is the fitted concentration of half-maximal effect; % is set by controls: 0 for no effect and ±100 for the full control effect; nearly all actives have a fitted effect of over 55% in size
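WRN at 20 nM final preincubated with compound 15 min at room temperature; reaction started with 100 nM fluorophore/quencher forked duplex oligonucleotide and 2 mM ATP final. Unwinding followed kinetically by red fluorescence (ex 525, em 598 nm).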
* = called active by the depositor; ? = inconclusive; . = not tested or not shown; & = joins results of further samples; [ ] = another dose, or the depositor's remark. Unless noted, calls come from the whole dose curve; as a rule, active = well fitted curve in the direction sought with a large enough effect; inconclusive = small, poorly fitted or top-dose-only effect, or another doubt; inactive = no such curve, though single readings can be large; an effect the other way counts as inactive or inconclusive. Compounds were not picked by outcome (roughly 7.8% active in at least one column).

The first 2 compounds, ahead of the listing:
SMILES	IL2 activator	D3 ag	PLK1 PBD block	HEK293 tox	PI5P4Ka inh	D3 antag	GLP1R inv ag	GLP1R ag	WRN helicase inh
COc1ccc(CN2C=C3C(=O)C(C)(OC(=O)CCc4ccccc4)C(=O)C=C3C=C2c2ccc(C#N)cc2)cc1 (stereo not drawn)	0.7	-13	-22%	0%	-29	-20	13%	-3%	5%
COCCNC(=O)c1onc(CSc2cc(C)cc(C)c2)c1C(=O)NCCOC	-0.4	-6	6%	7%	-4	62	-8%	-4%	-4%

The listing, from the first entry:
SMILES	IL2 activator	D3 ag	PLK1 PBD block	HEK293 tox	PI5P4Ka inh	D3 antag	GLP1R inv ag	GLP1R ag	WRN helicase inh
COc1ccc(CN2C=C3C(=O)C(C)(OC(=O)CCc4ccccc4)C(=O)C=C3C=C2c2ccc(C#N)cc2)cc1 (stereo not drawn)	0.7	-13	-22%	0%	-29	-20	13%	-3%	5%
COCCNC(=O)c1onc(CSc2cc(C)cc(C)c2)c1C(=O)NCCOC	-0.4	-6	6%	7%	-4	62	-8%	-4%	-4%
O=C(C[n+]1ccccc1)Nc1cc(C(F)(F)F)ccc1Cl	-0.2	-24	-2%	5%	-4	-58*	9%	-10%	-5%
CCOC(=O)N1CCN(S(=O)(=O)N2CCCC(C(=O)NCc3ccc(C)cc3)C2)CC1 (stereo not drawn)	0.6	3	9%	5%	-3	-1	-1%	-1%	-5%
Cc1c(C(=O)Nc2ccc(Cc3ccncc3)cc2)cccc1[N+](=O)[O-]	-4.9	5	-16%	-1%	3	-2	-4%	20%	-2%
O=C(NNC(=O)c1sccc1-n1cccc1)Nc1ccccc1	0.1	-6	-7%	16%	13	-23	-4%	1%	-3%
CN(CC(=O)Nc1cccc(F)c1)C(=O)c1ccc2c(c1)NC(=O)CS2	0.4	-23	-5%	-38%	4	-19	-16%	-6%	-2%
COc1ccc(CCNC(=O)COC(=O)Cc2cccc3ccccc23)cc1	-0.4	1	-4%	4%	10	11	-3%	-3%	-2%
O=C(O)COc1ccc(Br)cc1/C=N/O	-0.2	0	-5%	8%	-6	?	0%	-2%	-9%[57.1 µM]
Cc1cccn2c(NCc3ccc4c(c3)OCO4)c(-c3ccc(O)cc3)nc12	0.3	6	-5%	8%	3	0	24%	15%	-14%[57.1 µM]
CCNC(=O)C1(C)CCCN(C(=O)c2sc(-c3ccccc3)nc2C)C1 (stereo not drawn)	0.0	-6	-7%	1%	-1	-23	1%	18%	-5%
COc1ccccc1CNC(=O)COC(=O)c1ccccn1	0.9	8	6%	5%	10	-5	6%	6%	-6%
Nn1c(SC/C=C/c2ccccc2)nnc1-c1ccco1	-2.8	-7	-13%	-2%	2	-16	0%	0%	-27%
c1ccc(-c2cc(N3CCCCC3)c3ccccc3n2)cc1	-3.5	-11	-13%	-5%	2	7	?	12%	-6%
CC(C)=CCC[C@](C)(O[C@@H]1O[C@H](CO[C@@H]2OC[C@H](O[C@@H]3OC[C@@H](O)[C@H](O)[C@H]3O)[C@H](O)[C@H]2O)[C@@H](O)[C@H](O)[C@H]1O)C1CC[C@]2(C)C1[C@H](O)CC1[C@@]3(C)CC[C@H](O)C(C)(C)C3[C@@H](O)C[C@]12C (stereo partly drawn)	0.6	0	0%	1%	-2	40	8%	14%	0%
COc1ccc(C2=NO[C@@H]3C(=O)N(C4CCCCC4)C(=O)[C@H]23)cc1OC	-2.5	12	-1%	1%	-1	0	5%	-5%	-9%[57.1 µM]
O=S(=O)(Nc1ccc(C(F)(F)F)cc1)c1ccc2c(c1)OCCO2	.	8	.	2%	.	.	?	21%	.
COC(=O)C(Cc1cnc(Cl)s1)(C(=O)OC)c1ccccc1[N+](=O)[O-]	0.2	-1	-13%	71%[activator]	3	12	-24%	-7%	-3%
Cc1cc(C)c(OCCCCCNCCO)c(C)c1	-2.7	-2	-8%	8%	.	-25	0%	0%	0%
COc1ccc(NC(=O)N2CCOCC2)cc1	1.5	-2	-9%	14%	2	-19	5%	9%	5%
COC(=O)C1=C(C)N(Cc2ccc(C)cc2)C(=O)/C1=C\c1cc(OC)c(OC)c(OC)c1	-2.8	2	-5%	-20%	15	-12	4.5µM*	2%	-4%
Cc1cccc(C)c1NC(=O)C1(NC(=O)C2CCC(=O)N2)CCCCC1 (stereo not drawn)	-2.0	7	2%	-15%	-1	13	-6%	-2%	-12%[57.1 µM]
Cc1cccc(CN2C(=O)NC(c3ccccc3)(c3ccccc3)C2=O)c1	-3.1	-13	-24%	-10%	5	?	?	10%	-2%
NC(=O)c1ccsc1NC(=O)COC(=O)Cc1ccccc1Cl	0.1	7	2%	0%	-24	13	1%	5%	-3%
CN(c1ccccc1)S(=O)(=O)c1cccc(NC(=O)Cc2n[nH]c(=O)c3ccccc23)c1	2.8	-3	-1%	-5%	-6	20	-26%	9%	-12%
Cc1cc(/C=C(\C#N)C(=O)NCc2ccccc2)c(C)[nH]1	-1.3	5	1%	9%	1	10	15%	11%	6%
Cc1cc(C)cc(NC(=O)CN2CCN(c3ccccc3)CC2)c1	0.1	-4	-11%	3%	-1	11	-45%	1%	-1%
CC(C)c1nnc(NC(=O)C2CCCN2C(=O)Nc2ccccc2F)s1 (stereo not drawn)	0.9	0	0%	0%	-3	5	6%	2%	-10%
CC/C(=C\c1ccc(N(C)C)cc1)c1ccncc1	-7.2	7	-12%	9%	0	1	-24%	7%	1%
COCCn1nnnc1CN1CCN(c2cccc(C(F)(F)F)c2)CC1	0.4	3	?	8%	4	2	0%	-8%	9%
COc1cccc(-n2c(=O)n(Cc3ccccc3)c(=O)c3[nH]cnc32)c1	0.5	-27	-12%	4%	7	?	96%[activator]	8%	?
COc1ccc2[nH]c(C(=O)N(C)c3ccc(F)cc3F)cc2c1	0.1	9	-2%	0%	-5	19	-24%	-8%	-16%
CC(C)NC(=O)c1ccc(S(=O)(=O)N(C)C)cc1	0.0	-8	1%	10%	4	-4	5%	8%	1%
Cc1cccc(OCC(=O)Nc2ccc3c(c2)nc(CCN2CCN(C)CC2)n3C)c1	0.5	7	-4%	-12%	-8	0	-26%	10%	2%
C#CCOCCOCCOCCNc1nc(N2CCN(C(=O)C(CCC(=O)O)n3cc(C(N)CC(C)C)nn3)CC2)nc(N2CCN(C(=O)C(Cc3cc4ccccc4[nH]3)n3cc(C(N)Cc4ccc(O)cc4)nn3)CC2)n1 (stereo not drawn)	1.8	5	-6%	-9%	-10	0	-2%	-3%	-11%
COc1cccc(N2CCN(C(=O)CCc3nnc4ccc(N5CCCC5)nn34)CC2)c1	-2.7	6	-7%	-9%	-2	-6	-9%	4%	1%
COc1ccccc1CC(=O)NNC(=O)c1ccc(C(C)(C)C)cc1	-2.6	1	6%	17%	-5	-4	?	-7%	-19%
CN(C)c1ccc2c3c(ccc(N(C)C)c13)COC2	-0.2	5	3%	-6%	-6	-4	13%	13%	4%
Cc1ccc(N(C(=O)c2sc(C)nc2C)C(C(=O)NCc2ccco2)c2ccccc2)cc1 (stereo not drawn)	1.5	-1	-10%	-18%	.	-20	-7%	-3%	0%
COc1cccc(OCC(O)CN2CCN(c3ncccn3)CC2)c1 (stereo not drawn)	-0.3	8	-8%	-1%	-7	-19	0%	-9%	6%

Next section (2 carried over from the part before).
SMILES	IL2 activator	D3 ag	PLK1 PBD block	HEK293 tox	PI5P4Ka inh	D3 antag	GLP1R inv ag	GLP1R ag	WRN helicase inh
Cc1ccc(N(C(=O)c2sc(C)nc2C)C(C(=O)NCc2ccco2)c2ccccc2)cc1 (stereo not drawn)	1.5	-1	-10%	-18%	.	-20	-7%	-3%	0%
COc1cccc(OCC(O)CN2CCN(c3ncccn3)CC2)c1 (stereo not drawn)	-0.3	8	-8%	-1%	-7	-19	0%	-9%	6%
COc1ccc(CN2C(=NC(=O)C3CCCO3)SC3CS(=O)(=O)CC32)cc1OC (stereo not drawn)	-2.1	-12	-7%	0%	-5	-18	25%	2%	-4%
Cc1[nH]c(=O)[nH]c(=O)c1S(=O)(=O)Nc1ccc(F)cc1Cl	-4.1	-14	-12%	-11%	-6	-15	10%	1%	3%
CCOc1ccc(CCNC(=O)C2=C(C)C(=O)OC23CCC(C)CC3)cc1OCC (stereo not drawn)	0.2	4&4	0%	1%&3%	2	33	21%&6%	3%	-2%
CCOC(=O)c1cn2nc(Oc3ccc(NC(C)=O)cc3)ccc2n1	-0.3	-8	3%	8%	-1	2	13%	5%	0%
CCC(C)CCN1C(Nc2ccccc2)=NC[C@@H]1Cc1ccccc1 (stereo partly drawn)	0.4	-20	-15%	?	-2	-26	?	18%	-6%
CCC(Oc1ccccc1)C(=O)Nc1ccsc1C(=O)OC (stereo not drawn)	0.9	6	2%	14%	15	4	?	6%	-7%
COc1cc(NC(=S)N2CCN(CCO)CC2)c(OC)cc1Cl	-0.7	10	-7%	-12%	-7	2	8%	5%	-1%
N#CCC(=O)Nc1ccc(C(=O)OCC(=O)NCCCc2ccccc2)cc1	0.9	1	3%	1%	0	1	17%	5%	-3%
COc1ccc(Cl)cc1NC(=O)CCCC(=O)c1ccccc1	-3.0	-6	-1%	3%	3	-9	?	8%	-5%
O=C(NCCOc1ccccc1)c1ccc2n[nH]nc2c1	0.0	3	-6%	2%	-28	12	13%	0%	1%
Cc1cc(C(=O)Oc2ccccc2C(=O)O)c(C)o1	-2.5	1	-14%	4%	-11	-12	7%	-6%	0%
CC1CN(C(=O)C(C)N2CCN(c3cccc(Cl)c3)CC2)CC(C)O1 (stereo not drawn)	0.2	-1	30µM*	4%	-10	15	-17%	8%	-2%
O=C(C(NS(=O)(=O)c1cccs1)c1ccccc1)N1CCN(c2ccccc2)CC1 (stereo not drawn)	1.0	-3	-26%	8%	.	-21	0%	-4%	-2%
Cc1noc(C)c1-c1ccc(C(=O)NCc2cccc(Cl)c2)c2occc12	0.2	-2	-3%	-12%	4	2	-20%	?	-10%
CC1CCCC(C)N1C(=O)COc1ccc(C(=O)Nc2ccccc2N2CCOCC2)cc1 (stereo not drawn)	-2.4	4	3%	-4%	5	7	-18%	2%	6%
CCOC(=O)C1CCc2c(ccc3ccccc23)N1CCC#N (stereo not drawn)	-3.5	4	6%	-9%	1	-5	?	8%	-2%
